LMPTP block: LMPTP phosphatase inhibitors, primary screen, biochemical, fluorescence intensity, uHTS; Low molecular weight phosphotyrosine protein phosphatase (Homo sapiens), P24666; recombinant LMPTP-A, OMFP fluorogenic substrate; inhibition, % at 20 µM; actives 0.22% (n = 360,000);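 active means compounds that cut the enzyme signal by at least half of the control window in the single-dose screen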;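 further: plate controls were DMSO wells with enzyme plus substrate for no effect and substrate without enzyme for full effect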
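Assay system: LMPTP-A, protein tyrosine phosphatase of low molecular weight / Medium: pH 6.0 Bis-Tris buffer with DTT and Triton X-100 / Schedule: 50 min enzyme reaction at room temperature, protected from light / Measured by: endpoint fluorescence intensity from OMFP dephosphorylation / Read-out basis: % inhibition relative to no-enzyme and uninhibited control wells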
TbMetRS inhib: T. brucei MetRS inhibitors, primary screen, biochemical, luminescence | methionyl-tRNA synthetase (Trypanosoma brucei brucei) | purified T. brucei MetRS, ATP depletion, Kinase-Glo luminescence | inhibition, % at 11.9 µM | actives 0.4% (n = 360,000) | AID 624268, 2012;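 active means inhibition above a per-plate cutoff of the control wells' mean inhibition plus 3 SD, cut at about 5.5% in these data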;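 further: 0% = DMSO wells median and 100% = median of wells with control inhibitor compound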
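technique = Kinase-Glo luminescence, ATP depletion format | system = purified MetRS (methionyl-tRNA synthetase) enzyme from Trypanosoma brucei | timing = 15 min preincubation, 2 h reaction, all 25 °C | evaluation = percent inhibition versus plate control medians | dosing = single dose, 11.9 µM final nominal, 0.9% final DMSO | also added = substrates ATP, L-methionine and bulk Escherichia coli tRNA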
SKN-1 block: suppressors of acrylamide-induced Pgst-4::GFP reporter in worms, primary screen, SKN-1 inhibitor project, whole organism, uHTS, GFP/RFP fluorescence ratio, strain VP596; C. elegans VP596 Pgst-4::GFP/RFP ratio, 24 h; inhibition, % at 21.8 µM; actives 0.49% (n = 360,000); AID 624304, 2012;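 active means interference check ratio from 0.5 to 1.5 plus GFP to RFP signal ratio inhibition reaching or exceeding a fixed threshold, cut at about 30% in these data, passing the limit was not always enough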; further: some compounds called inactive have numbers as strong as hits
Scp1 inh: Scp-1 phosphatase inhibitors, primary screen, biochemical, colorimetric, uHTS. Recombinant Scp1, phosphopeptide, malachite green phosphate absorbance. inhibition, % at 20 µM. actives 0.88% (n = 340,000). AID 493091, 2011;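 active means inhibition above about 50% at 20 µM, limit read from the data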;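 further: plate controls were DMSO wells with enzyme for no effect and wells lacking enzyme for full effect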
Target sequence (Q9GZU7 76-261 limits assumed): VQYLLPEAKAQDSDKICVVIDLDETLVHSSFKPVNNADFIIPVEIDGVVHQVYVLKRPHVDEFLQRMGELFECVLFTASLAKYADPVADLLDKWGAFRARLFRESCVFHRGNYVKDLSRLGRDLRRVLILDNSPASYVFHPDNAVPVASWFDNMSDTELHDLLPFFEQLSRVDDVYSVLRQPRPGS
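assay system = SCP-1 phosphatase catalytic domain, residues 76-261 | buffer or medium = 50 mM Tris acetate pH 5.5, 0.005% Tween-20, 10 mM MgCl2 | incubation = enzyme reaction 45 min at room temperature, colour 5 min, stabilisation 30 min | signal = Phosphate-binding colour reagent, absorbance read at 630 nm | measure = % inhibition at 20 µM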
DNMT1 inh: human DNMT1 methyltransferase inhibitors, primary screen, biochemical, molecular beacon, fluorescence, HinP1I cleavage, uHTS; inhibition (reported as % activation of signal), % at 10 µM; DNA (cytosine-5)-methyltransferase 1 (Homo sapiens), P26358; AID 588458, 2011; actives 0.83% (n = 360,000); in the data active means inhibition above about 50%
STEP block: STEP phosphatase inhibitors, primary screen, biochemical, fluorescence intensity, uHTS; Tyrosine-protein phosphatase non-receptor type 5 (Homo sapiens), P54829; recombinant STEP, OMFP fluorogenic substrate; inhibition, % at 20 µM; actives 0.25% (n = 360,000); AID 588621, 2011;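 active means inhibition at 20 µM, scaled per plate between control wells, above about 37%, limit read from the data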;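 further: 0% = DMSO with enzyme and substrate and 100% = substrate only without enzyme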
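Test system: STEP tyrosine phosphatase / Reagent: OMFP at 25 µM / Doses: 20 µM, 1% DMSO / Read-out: percent inhibition scaled to no-enzyme and uninhibited-enzyme controls, plate-pattern corrected / Detection: FITC-channel fluorescence of OMFP product / Medium: Bis-Tris buffer pH 6.0, 2.5 mM DTT, 0.005% Tween 20 / Schedule: 20 min at room temperature, dark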
SUMO1-SIM PPI: modulators of SUMO1 protein-protein interactions, primary screen, biochemical, uHTS; actives 0.33% (n = 360,000); SUMO1 binding to a labelled peptide, TR-FRET, 1 h; AID 602429, 2012; Small ubiquitin-related modifier 1 (Homo sapiens), P63165; inhibition, % at 20 µM; in the data active means inhibition above about 37%
Neddyl block: inhibitors of cullin neddylation, primary screen, biochemical, TR-FRET, uHTS, NAE and Ubc12 | NEDD8-conjugating enzyme Ubc12 (Homo sapiens) + NEDD8-activating enzyme E1 regulatory … | calls only at 25 µM | actives 0.58% (n = 360,000) | AID 651699, 2012; in the data active means inhibition above about 36%
CendR NRP1 mod: modulators of CendR peptide binding to NRP-1, primary screen, biochemical, fluorescence polarization, uHTS; FAM-RPARPAR peptide binding to NRP-1; inhibition, % at 25 µM; actives 0.85% (n = 360,000); Neuropilin-1 (Homo sapiens), O14786;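 active means inhibition or corrected inhibition above about 18%, plus a signal ratio from 0.5 to 1.5, limit read from the data, passing the limit was not always enough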; further: strong numbers were not always called active
Target sequence (O14786 whole entry, looked up): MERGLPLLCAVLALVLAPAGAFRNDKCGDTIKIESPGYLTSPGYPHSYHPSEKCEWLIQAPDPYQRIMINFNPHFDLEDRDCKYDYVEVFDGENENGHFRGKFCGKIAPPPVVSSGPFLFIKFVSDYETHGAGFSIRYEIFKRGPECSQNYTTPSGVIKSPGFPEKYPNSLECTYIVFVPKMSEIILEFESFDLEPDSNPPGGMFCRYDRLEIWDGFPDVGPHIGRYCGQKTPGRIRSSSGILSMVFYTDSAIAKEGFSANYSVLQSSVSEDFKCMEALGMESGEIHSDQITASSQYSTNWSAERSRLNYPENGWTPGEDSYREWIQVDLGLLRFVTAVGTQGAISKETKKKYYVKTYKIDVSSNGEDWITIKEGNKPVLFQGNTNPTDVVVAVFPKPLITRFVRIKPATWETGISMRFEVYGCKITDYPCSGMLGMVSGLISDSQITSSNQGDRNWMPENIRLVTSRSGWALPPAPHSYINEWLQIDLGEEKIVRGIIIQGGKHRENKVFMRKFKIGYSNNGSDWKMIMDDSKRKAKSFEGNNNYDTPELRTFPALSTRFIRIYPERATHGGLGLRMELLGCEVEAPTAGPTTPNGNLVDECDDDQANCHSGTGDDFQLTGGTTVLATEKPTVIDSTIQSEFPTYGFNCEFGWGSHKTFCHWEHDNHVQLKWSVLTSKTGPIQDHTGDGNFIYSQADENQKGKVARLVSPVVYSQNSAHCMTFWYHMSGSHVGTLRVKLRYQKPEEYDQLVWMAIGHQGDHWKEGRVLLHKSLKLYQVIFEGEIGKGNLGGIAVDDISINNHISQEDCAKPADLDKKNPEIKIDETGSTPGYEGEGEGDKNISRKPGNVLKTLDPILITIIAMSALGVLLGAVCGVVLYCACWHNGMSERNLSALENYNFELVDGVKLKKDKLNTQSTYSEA
NadD block: inhibitors of S. aureus NadD, primary screen, biochemical, colorimetric, uHTS | inhibition, % at 20 µM | AID 602399, 2012 | Nicotinate-nucleotide adenylyltransferase NadD (Staphylococcus aureus N315) | actives 0.78% (n = 360,000) | purified NadD enzyme, colorimetric absorbance read-out; in the data active means inhibition above about 26%; further: some compounds past the cut are filed as inactive
An asterisk follows results filed as active; i = inactive; . = not tested or not shown; & = joins results of further samples.

Below each compound: LMPTP block	TbMetRS inhib	SKN-1 block	Scp1 inh	DNMT1 inh	STEP block	SUMO1-SIM PPI	Neddyl block	CendR NRP1 mod	NadD block
COC(=O)c1cc(Br)c(=O)n(Cc2ccco2)c1
 : -2.2	-0.8	-8	-3	1	2	0	i	7	4
CC(C#N)Sc1ccc(S(=O)(=O)N2CCCC2)cn1 (stereo not drawn)
 : -2.3	-0.2	10	-4	4	-1	4	i	9	2
C[C@@H]1CC2=C(C(=O)OC(C)(C)O2)[C@H](c2ccc(F)cc2)O1
 : 0.1	-0.6	-3	.	.	.	-6	i	3	-3
Cc1ccc(Cl)cc1NC(=O)NCc1ccccn1
 : 1.4	-0.4	-15	1	0	-4	8	i	14	-3
COc1ccc(C(=O)Nc2nnc(S(=O)(=O)Cc3ccc(F)cc3)s2)cc1
 : -2.6	-0.7	-2	-1	4	-2	-2	i	1	-4
COc1ccccc1-n1c2c(cc(C(=O)N3CCC(C)CC3)c1=O)C(=O)CC(C)(C)C2
 : -0.5	-0.7	11	-4	0	0	-2	i	-5	-4
Cc1ccc(-n2nc3ccc(N)cc3n2)cc1C
 : -0.8	-1.6	-14	12	-5	1	-13	.	-4	20
CCn1c(=O)c(C(C)=O)c(O)c2ccccc21
 : -1.0	-0.4	5	-5	-2	2	-1	i	2	-1
CCC(C)[C@H](NC(=O)N1CC(=O)Nc2ccccc21)C(=O)N[C@H](C(=O)O)c1ccccc1 (stereo partly drawn)
 : -0.4	-0.1	17	-4	0	-3	-5	i	-4	-12
Cc1ccc(S(=O)(=O)NCc2ccncc2)cc1C(=O)NCC(C)C
 : -0.4	-0.3	4	-6	-1	-3	14	i	-13	3
Cc1ccc(S(=O)(=O)c2nnn3c2nc(Nc2cccc(C)c2)c2ccccc23)cc1
 : 0.2	-0.1	-1	-12	13	1	-1	i	-7	16
O=C(Oc1ccc(Br)cc1)c1n[nH]c(=O)c2ccccc12
 : 1.8	0.4	11	1	8	2	-1	i	5	5
COCc1cc(C)nc(SCC[N+](C)(C)CC(=O)Nc2cccc(C(F)(F)F)c2)c1C#N
 : -0.6	-0.3	-11	2	5	2	0	i	-1	-2
CNC(=O)c1ccsc1NC(=O)C1CCCN1S(=O)(=O)c1cccs1 (stereo not drawn)
 : -2.9	-0.1	0	-7	0	4	-2	i	4	-3
O=C(NC1(O)C(=O)c2ccccc2C1=O)c1c(Cl)cccc1Cl
 : 3.2	1.3	-9	7	53*	0	10	i	11	-7
CCOc1ccc(CCNC(=O)COC(=O)/C=C/c2ccco2)cc1OCC
 : 0.6	-0.2	1	4	1	3	-6	i	-3	-1
NC(=S)N=Nc1c(O)cc(O)c2[nH]c(=O)ccc12
 : 14	0.1	7	85*	66*	39	69*	i	42*	18
CCc1ccc(OCCCC(=O)NCc2ccco2)cc1
 : 0.7	-0.5	0	-7	1	3	1	i	4	2
O=C(/C=C/c1ccc([N+](=O)[O-])cc1)/C=C/c1ccco1
 : 20	0.5	3	.	91*	6	12	i	-32	38*
Cc1ccc(C(=O)OCN2C(=O)c3ccccc3C2=O)cc1S(=O)(=O)N1CCOCC1
 : 1.0	-0.4	12	1	3	0	-13	i	-9	1
Nc1ccc(S(=O)(=O)Nc2cnc3ccccc3n2)cc1
 : -2.3&2.0	0.2&-1.0	13&4	-1&-4	4&3	1&-2	-17&-18	i	-23&-4	2&-4
CCC(C)(C)NC(=O)C(c1ccccc1F)N(Cc1ccco1)C(=O)Cn1nnc2ccccc21 (stereo not drawn)
 : -0.2	-0.1	21	3	-6	0	0	i	2	-5
Cc1cc(C)c(NC(=O)CN2CCN3CCCC3C2)c(C)c1 (stereo not drawn)
 : 0.5&-1.1	-0.4&-0.7	-4&11	5&-4	5&4	-3&1	-3&-3	i	4&-12	3&-3
COc1ccc(-c2onc(C)c2-c2cscn2)c(O)c1
 : 2.1	-0.9	-12	3	3	-5	0	i	6	-2
Cc1nnc(SCC(=O)c2ccccc2F)n1Cc1ccccc1
 : -1.9	-0.3	4	-2	-1	-1	-2	i	-14	-4
C[C@H](NC(N)=O)C(=O)Nc1ccc(OCc2ccccc2)cc1
 : -1.5	-0.2	5	-3	3	3	0	i	-6	4
CCC(=O)N1CCc2cc(S(=O)(=O)CCC(=O)NCc3ccc4c(c3)OCO4)ccc21
 : -0.5	-0.5	-9	0	4	2	-1	i	-2	-5
Cc1ccc(C2=N/C(=C\c3cccs3)C(=O)N2Nc2ccccc2)cc1
 : 2.8	-0.9	24	-12	-9	1	-1	i	-2	12
CSCCC(C(=O)Nc1c(C)cccc1C)n1c(-c2ccc(C(F)(F)F)cc2)nc2ccccc21 (stereo not drawn)
 : -1.2	-1.2	1	.	.	.	18	i	-10	.
Cc1ccc2sc(NC(=O)CN3C(=O)c4ccccc4C3=O)nc2c1C
 : 1.7	-0.4	-6	-9	7	2	0	i	10	6
CCCCn1c(SCc2nc(N)nc(Nc3ccccc3C)n2)nc2ccccc2c1=O
 : 1.4	-0.9	-1	8	-8	4	0	i	-2	6
CC(C)NC(=O)CCCOc1ccc(Cl)cc1Cl
 : -1.3	6.3*	12	-5	9	2	1	i	0	-4
Fc1ccc2cnc(-c3ccccc3)c(-c3cc(C(F)(F)F)cc(C(F)(F)F)c3)c2c1
 : 3.7	-0.2	26	58*	23	3	9	i	-18	19
CNC(=S)Nc1ccc(Cc2ccncc2)cc1
 : 0.0	0.4	-6	-17	3	-1	-3	i	-14	1
COC(=O)c1cc(Br)ccc1NC(=O)Nc1ccccc1
 : -0.2	1.8	2	-8	3	-3	3	i	10	-4
Cc1noc(C)c1CSc1ccccc1C(=O)OC(C)C(N)=O (stereo not drawn)
 : -1.1	0.1	-2	-3	2	1	1	i	5	-7
N#C/C(=C\c1cc(Cl)ccc1O)C(=O)NC1CCCCC1
 : -0.1	-0.5	9	5	6	-2	-7	i	-7	6
CNCC(O)c1ccc(OC(=O)C(C)(C)C)c(OC(=O)C(C)(C)C)c1 (stereo not drawn)
 : -0.7	-0.1	-3	-6	7	0	4	i	-3	-1
Cc1nn(CC(=O)NC2CCCC2)c(C)c1[N+](=O)[O-]
 : -1.4	-0.4	8	0	1	2	-4	i	-8	-6
O=C(COc1cccc(Oc2ccccc2)c1)Nc1ccc(SC(F)F)cc1
 : 4.5	-0.2	5	-7	-1	-2	-1	i	-3	2
Nc1ccn(CCCNC2CCN(Cc3ccccc3)CC2)c(=O)n1
 : -5.5	0.3	19	.	7	1	-4	i	-7	1
CC(C)N1CC(C(=O)Nc2ccccc2)CC1=O (stereo not drawn)
 : 0.1	-1.4	-7	1	-1	-2	2	i	13	6
Cc1cc(C(=O)N2CCN(c3ccc([N+](=O)[O-])cc3)CC2)n[nH]1
 : 1.8	0.4	-4	-2	1	0	-32	i	-1	-2
COc1ccc(OCC2CCNCC2)cc1
 : -1.2	-0.7	-8	-2	4	-4	2	i	-10	-2
c1nc(C2CCCCC2)cc2cc3c(cc12)OCO3
 : 1.4	0.0	20	-8	-2	1	-1	i	2	2
CN1CCN(c2ccccc2NC(=O)c2ccc(N3CCCCC3)c([N+](=O)[O-])c2)CC1
 : 1.1	-0.8	-4	-5	-7	0	-29	i	0	-7
Cc1ccc(Cl)cc1N(CC(=O)NC1CCCCC1)S(C)(=O)=O
 : -0.5	-0.3	11	-10	-5	1	2	i	-3	2
COc1cc(OC)cc(C(=O)NC(C(=O)N2CCc3ccccc3C2)C(C)C)c1 (stereo not drawn)
 : 0.9	-0.5	5	-7	0	-1	0	i	7	-4
Cc1c(C(=O)NCc2cccnc2)oc2c1C(=O)CC(C)(C)C2
 : 0.0	-0.2	5	-2	-1	0	-3	i	6	-3
O=C(Nc1ccccc1)N1CCN(c2nc3ccccc3s2)CC1
 : 0.4	0.1	14	-11	-1	0	-1	i	-4	1

(listing goes on)
Below each compound: LMPTP block	TbMetRS inhib	SKN-1 block	Scp1 inh	DNMT1 inh	STEP block	SUMO1-SIM PPI	Neddyl block	CendR NRP1 mod	NadD block
Cc1nc(N(C)C)c2sc(=S)n(Cc3ccccc3)c2n1
 : 1.6	-0.6	-4	1	0	1	-4	i	1	-5
COc1ccc(OC)c(Cc2nnc(CCC(=O)NC3CCCCCCC3)o2)c1
 : 0.9	0.3	-4	-4	-1	-1	4	i	1	-10
O=C(O)Cc1nn(Cc2ccc(Cl)cc2)c(=O)c2ccccc12
 : 0.1	0.3	3	-8	5	-2	4	i	-3	-2
Cc1cc(OCC(=O)NCCCN(C)C)cc(C)c1Br
 : -1.3	-0.9	-2	-7	0	-2	-6	i	4	-5
S=c1[nH]nc(Cc2ccc(Cl)cc2)n1-c1ccc2c(c1)OCCO2
 : -0.7	-0.1	9	-8	-2	5	2	i	4	0
Cc1ccc(NC(=O)c2sc3nc(CCl)[nH]c(=O)c3c2C)c(C)c1
 : -1.1	1.0	15	-4	3	0	-5	i	-10	2
Cc1ccc(OCC(=O)Nc2cccc(C)n2)c(C)c1
 : 0.8	0.3	3	-6	4	1	1	i	4	-5
Cc1c(C(=O)OCC(=O)NC2CC2)oc2ccc(Br)cc12
 : -0.5	-0.1	3	-5	-1	0	-2	i	5	3
O=[N+]([O-])c1ccc(O)c(/C=N/NC(=S)Nc2ccc(Cl)cc2Cl)c1
 : 2.5	0.1	6	4	-22	-1	8	i	-20	4
O=C(Nc1ccc([N+](=O)[O-])cn1)c1ccc(Br)o1
 : -0.3	0.4	13	-8	-2	0	-22	i	5	-6
CC(=O)c1sc(NC(=O)CCNC(=O)c2ccco2)nc1-c1ccccc1
 : 1.3	-0.5	-8	-8	0	1	-18	i	4	1

Bioassay records as filed in PubChem BioAssay.
